# yeast cln2 rad14 = NCI yeast anticancer drug screen, S. cerevisiae cln2 rad14 strain | AID 165, 2004 | % growth inhibition at 50 µM | hit rate 8.3% among 78,000;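 note: 0% = growth of vehicle-only cultures of the same strain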
#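 Yeast strain cln2 rad14, bearing defects in cell cycle control and DNA repair, serves as the test system; values reflect growth inhibition compared with vehicle.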
# rad50 = NCI yeast anticancer drug screen, S. cerevisiae rad50 strain; growth inhibition, % at 50 µM; hit rate 10% among 79,000; AID 155, 2004;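 note: 0% = growth of vehicle-only cultures of the same strain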
#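 Genetically altered yeast (DNA repair pathway); compound treatment; growth inhibition vs vehicle ctrl.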
# mlh1 rad18 = NCI yeast anticancer drug screen, S. cerevisiae mlh1 rad18 strain; growth inhibition, % at 50 µM; hit rate 11% among 79,000;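 note: 0% = growth of vehicle-only cultures of the same strain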
#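 Inhibition values reflect reduced growth of mutant yeast versus vehicle-treated controls following compound exposure; the mutations affect DNA damage repair.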
# yeast mec2-1 = NCI yeast anticancer drug screen, S. cerevisiae mec2-1 strain | % growth inhibition at 50 µM | hit rate 9% among 79,000 | AID 157, 2004;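 note: 0% = growth of vehicle-only cultures of the same strain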
#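 Compounds were applied to mec2-1 yeast cells. Their growth was then compared with that of vehicle-treated cultures to give growth inhibition.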
# yeast sgs1 mgt1 = NCI yeast anticancer drug screen, S. cerevisiae sgs1 mgt1 strain | hit rate 10% among 78,000 | AID 161, 2004 | growth inhibition, % at 50 µM;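 note: 0% = growth of vehicle-only cultures of the same strain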
#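 This yeast growth screen uses a strain with defined DNA-repair lesions; compound-treated growth is compared with vehicle-treated growth.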
# bub3 = NCI yeast anticancer drug screen, S. cerevisiae bub3 mutant strain; hit rate 9.9% among 78,000; % growth inhibition at 50 µM; AID 167, 2004;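 note: 0% = growth of vehicle-only cultures of the same strain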
#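 Mutant yeast screening strain plus compound; vehicle-treated cultures serve as the 0% inhibition reference.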
# Starred values were filed as active, the others as inactive; . = not tested or not shown; & = joins results of further samples. Cut-off read from the data, not from the text of the source: active = growth inhibition above about 70%; inactive = the rest.
SMILES,yeast cln2 rad14,rad50,mlh1 rad18,yeast mec2-1,yeast sgs1 mgt1,bub3
C#CCOC(=O)C(N)CCSC (configuration not stated),17,-4,1,-5,-12,11
CC(/C=N/N(C)C1=NCCCCN1)=N/N(C)C1=NCCCCN1,-22,24,29,13,18,-2
Cc1ccc(SC2CC3CC2C2COCC32)cc1 (configuration not stated),-23,-14,-15,2,-2,18
CC1=NN(C(=O)CC(=O)Nc2ccc(C(=O)O)cc2)C(=O)C1N=Nc1ccccc1C(=O)O (configuration not stated),-6,18,26,18,6,-2
COC1OC(COC(=O)c2ccccc2)C(OC(=O)c2ccccc2)C(OC(=O)c2ccccc2)C1OC(=O)c1ccccc1 (configuration not stated),-9,-1,-15,-31,-14,-30
CC(C)(C)C(=O)OC12/C(=N/O)CCCCCC1c1ccccc12 (configuration not stated),85*,82*,80*,86*,81*,84*
N#C/C(=C/N1C(=O)/C(=C/c2ccc([N+](=O)[O-])cc2)SC1=S)c1nc2ccccc2s1,61,87*,88*,82*,86*,86*
COc1ccc(OC)c(NC(=O)CCCC(=O)CC(=O)C(C)(C)C)c1,4,5,-10,-2,-18,15
C[N+]1(C)CCN(S(=O)(=O)c2ccccc2)c2ccccc21,-8,-10,-18,-13,-4,-20
COC(=O)C(Br)C(CCCN1C(=O)c2ccccc2C1=O)OC (configuration not stated),8,28,19,8,46,40
CN(C)c1nc2nc[nH]c2c(=S)n1C,25,7,0,6,4,-10
O=C(NN1C(=O)CS(=O)(=O)C1c1ccccc1F)c1ccncc1 (configuration not stated),-9,-8,8,-4,8,0
COC(=O)C(Cc1ccccc1)NC(=O)NC(Cc1ccccc1)C(=O)OC (configuration not stated),-6,28,-2,8,-8,11
O=C(NNS(=O)(=O)c1ccccc1)c1cccnc1,-14,-7,-10,-27,-9,-4
c1cc2c3c(c1)COCc1cccc(c1-3)CC2,2,42,-9,6,-2,8
N#CCCN(Cc1cccnc1)CN1C(=O)c2ccccc2C1=O,11,9,19,10,17,17
O=C(O)CC(NC(=O)/C(=C/c1ccccc1)NC(=O)c1ccccc1)C(=O)O (configuration not stated),7,-2,-22,1,3,25
CN(C(=O)c1cc([N+](=O)[O-])ccc1O)c1ccc([N+](=O)[O-])cc1,11,17,26,-6,12,4
C=C(NC(=O)C(NC(=O)C(CCCCN)NC(=O)C1CSC(C)C2NC(=O)C(CC(C)C)NC(=O)C(NC(=O)C(CCC(N)=O)NC(=O)C(CC(C)C)NC(=O)C(Cc3ccccc3)NC(=O)C3CSC(C)C(NC(=O)C(NC(=O)C4CSC(C)C(NC(=O)C5CSCC(NC(=O)C(CCCCN)NC(=O)C(N)Cc6c[nH]c7ccccc67)C(=O)NC(CCC(=O)O)C(=O)NC(=C)C(=O)NC(CC(C)C)C(=O)N5)C(=O)N5CCCC5C(=O)NCC(=O)N4)C(C)C)C(=O)NCC(=O)NC(C)C(=O)NC(CC(C)C)C(=O)NC(CCC(N)=O)C(=O)N/C(=C/C)C(=O)N3)C(C)SCC(NC2=O)C(=O)NC(CC(N)=O)C(=O)N1)C(C)CC)C(=O)NC(CCCCN)C(=O)O (configuration not stated),0,37,59,35,19,-3
Oc1ccc2ccccc2c1CNc1ccc2ccccc2c1,98*,96*,98*,99*,99*,95*
CCC[N+](C)(C)CCCNC(=O)c1c(O)c2ccccc2[nH]c1=O,-16,-9,-3,11,14,-4
CNC(=S)N/N=C/C(C)=N/NC(=S)NC,-12,4,-3,-20,6,-26
CCO/C=C1\SC(=S)N(c2ccc(O)cc2)C1=O,.,-11,-7,-26,.,.
CCOc1ccc2c(c1)CCC1C2CCC2(C)CC(O)CC12 (configuration not stated),99*,98*,99*,97*,54,98*
Cc1ccnc(NC(NC(=O)c2ccccc2)(C(F)(F)F)C(F)(F)F)c1,23,5,-40,4,13,-8
CN(C)c1ccc(-c2c3ccccc3nc3ccccc23)cc1,-26&0,-12&-19,6&-5,-6&9,-14&14,-16&10
CC(=O)c1cc([N+](=O)[O-])c(O)c([N+](=O)[O-])c1O,12,20,9,-2,-15,8
CC(=O)C1=C(C)Cn2c(=O)c3ccccc3c(=O)n2C1,10,-5,0,-18,-11,-16
CCCCCCCCCCCOCCC1C(C(C)OCCN2CCCC2)OC2OC(C)(C)OC21 (configuration not stated),90*,92*,89*,93*,90*,88*
Cc1n(CC(C)C)c2c([n+]1C)C(=O)c1ccccc1C2=O,89*,85*,.,90*,91*,89*
O=C(C=P(c1ccccc1)(c1ccccc1)c1ccccc1)CC(=S)CC(=O)C=P(c1ccccc1)(c1ccccc1)c1ccccc1,96*,97*,95*,98*,98*,96*
O=C(NCc1ccncc1)Nc1ccccc1,-55,-5,-31,-8,3,-3
C/C(CCc1ccccc1)=N\Nc1ccc([N+](=O)[O-])cc1[N+](=O)[O-],-17,-32,-19,-45,-3,-17
CCOCc1ccccc1C(O)(c1ccc(OC)cc1)c1ccccc1OC (configuration not stated),51,38,57,16,41,7
CN(/N=C/c1ccccc1)C(N)=Nc1ccccc1,34,-6,3,-13,-6,19
COC(=O)C(Cc1nc2ccccc2[nH]c1=O)C(=O)C(=O)Nc1cc(C(F)(F)F)ccc1Cl (configuration not stated),5,5,11,-18,19,2
N#CCN1C(=O)c2ccccc2C1=O,2,6,-16,-3,1,3
C=C(C)C(=NC(C)(C)C)Nc1ccc(C(=O)OCC)cc1,-21,-8,-46,-6,-12,-24
O=C(O)CNC(=O)C1NC(C(F)(F)F)(C(F)(F)F)OC1(C(F)(F)F)C(F)(F)F (configuration not stated),-9,-11,-5,-9,-39,-40
CC(=O)Oc1cc(OC(C)=O)c2cc(Br)ccc2c1OC(C)=O,70*,88*,91*,73*,63,94*
Cc1ccc(S(=O)(=O)C/C(=N\Nc2ccc([N+](=O)[O-])cc2[N+](=O)[O-])c2ccccc2)cc1,12,38,19,-9,18,0
CC(CN1c2ccccc2Sc2ccccc21)N(C)CCO (configuration not stated),-2,3,-1,-25,-4,-4
Cc1ccc(C(=O)Oc2ccccc2)cc1,-34,-3,-20,-5,-12,-7
O=C(Nc1ccc(C(=O)O)cc1)OCCCCOC(=O)Nc1ccc(C(=O)O)cc1,-7,0,-9,-2,-13,-20
Cc1ccccc1NCC(C)O (configuration not stated),-84,-3,-32,6,-6,-20
Cc1nc(C(N)=S)sc1/C(CC(=O)C(=O)Nc1cccc2ccc(O)cc12)=N\NC(=O)c1ccncc1,-11,22,16,8,-5,13
COC1=NS(=O)(=O)C2(O1)c1ccccc1-c1ccccc12,13,15,12,17,11,26
Cc1cccc(C(C)C)c1NC(=O)C(=O)CC(=O)c1c(C)n([O-])c2ccccc2[n+]1=O,12,-7,-16,9,-10,-13
Cc1ccc(NC(=S)C#N)cc1Cl,46,57,5,43,77*,70
O=C(Cc1ccccc1)N/N=C(/c1nc2ccc([N+](=O)[O-])cc2[nH]c1=O)C(O)c1ccco1 (configuration not stated),-79,-1,-3,-10,-5,-6
CCN(CC)CCC(=O)c1ccc(Cl)cc1,10,20,17,21,14,1
CCCCc1c(C)[nH]n(C(N)=NCCSCc2nc[nH]c2C)c1=O,15,21,39,1,8,-5
C/C(=N\NC(=O)c1ccncc1)c1cccc(Br)c1,7,12,12,14,5,5
CC1=CC2(C)Cc3cc(C)cc(C)c3S(=O)(=O)C2C(C(=O)O)=C1 (configuration not stated),-14,-11,-15,-30,-14,-15
CCCCCCCCCCCCCCC(O)C(=O)O (configuration not stated),11,69,74*,88*,33,96*
CC1CCC2(CC1)OC(C)C(C)O2 (configuration not stated),-35,20,11,-2,5,29
CNc1ccccc1C(=O)N/N=C/c1cccc([N+](=O)[O-])c1,-9,-1,-9,1,-39,33

# Taken from the results shown, 14 compounds:
SMILES,yeast cln2 rad14,rad50,mlh1 rad18,yeast mec2-1,yeast sgs1 mgt1,bub3
Cc1ccc(C(=O)Oc2ccccc2)cc1,-34,-3,-20,-5,-12,-7
O=C(Nc1ccc(C(=O)O)cc1)OCCCCOC(=O)Nc1ccc(C(=O)O)cc1,-7,0,-9,-2,-13,-20
Cc1ccccc1NCC(C)O (configuration not stated),-84,-3,-32,6,-6,-20
Cc1nc(C(N)=S)sc1/C(CC(=O)C(=O)Nc1cccc2ccc(O)cc12)=N\NC(=O)c1ccncc1,-11,22,16,8,-5,13
COC1=NS(=O)(=O)C2(O1)c1ccccc1-c1ccccc12,13,15,12,17,11,26
Cc1cccc(C(C)C)c1NC(=O)C(=O)CC(=O)c1c(C)n([O-])c2ccccc2[n+]1=O,12,-7,-16,9,-10,-13
Cc1ccc(NC(=S)C#N)cc1Cl,46,57,5,43,77*,70
O=C(Cc1ccccc1)N/N=C(/c1nc2ccc([N+](=O)[O-])cc2[nH]c1=O)C(O)c1ccco1 (configuration not stated),-79,-1,-3,-10,-5,-6
CCN(CC)CCC(=O)c1ccc(Cl)cc1,10,20,17,21,14,1
CCCCc1c(C)[nH]n(C(N)=NCCSCc2nc[nH]c2C)c1=O,15,21,39,1,8,-5
C/C(=N\NC(=O)c1ccncc1)c1cccc(Br)c1,7,12,12,14,5,5
CC1=CC2(C)Cc3cc(C)cc(C)c3S(=O)(=O)C2C(C(=O)O)=C1 (configuration not stated),-14,-11,-15,-30,-14,-15
CCCCCCCCCCCCCCC(O)C(=O)O (configuration not stated),11,69,74*,88*,33,96*
CC1CCC2(CC1)OC(C)C(C)O2 (configuration not stated),-35,20,11,-2,5,29
